# FN deposition inh = fibronectin deposition inhibition; AH1F fibroblasts, Alexa488-fibronectin deposition fluorescence, overnight; inhibition, % at 12.6 µM; 350,000 compounds, 0.086% hits; AID 743247;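 active means mean inhibition across replicates of 30% or more, regardless of how many single replicates reach that level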;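 further: positive control wells lacked labelled fibronectin entirely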
#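 Material: AH1F fibroblast monolayer depositing Alexa488-labelled fibronectin into matrix | Input: 10000 AH1F cells/well | Medium: DMEM plus 2% serum, read in PBS | Reagent: Alexa488-fibronectin, 24 nM final in well | Compound dosing: One dose per compound, pinned | Schedule: 1 h adhesion, overnight exposure | Measured by: Fluorescence at 485 nm excitation, 525 nm emission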
# INS-1E GSIS act = GLuc luminescence reporter in INS-1E cells, primary screen for activators of glucose-dependent secretion of insulin; INS-1E GLuc reporter insulin secretion, 2-3 h; AID 743287; 370,000 compounds, 0.61% hits; activation, % at 16.6 µM;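 active means lowest replicate activation of at least 40%, so every replicate reaches that level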;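 further: 0% = median of neutral control wells and 100% = median of IBMX positive control wells; some compounds called inactive have numbers as strong as hits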
# Numbers without * were called inactive; & = joins results of further samples.
SMILES,FN deposition inh,INS-1E GSIS act
Cc1noc(C)c1C(=O)Nc1nc(-c2ccccc2Cl)cs1,1,-20
COc1ccc([N+](=O)[O-])cc1NC(=O)Cc1c(Cl)cccc1Cl,0,2
C/C=C/c1ccc(C2[C@H]3CNC[C@@H]2N3Cc2ccccc2C(F)(F)F)cc1 (some centres undefined),-4,-8
Cc1[nH]c2c(C)cccc2c1CCNS(=O)(=O)c1cccc([N+](=O)[O-])c1,6,-13
Fc1ccc(CNC(=S)Nc2cccc(C(F)(F)F)c2)cc1,-12,-29
COc1ccc(-c2cc3nc(-c4ccccc4)cc(N4CCC(O)CC4)n3n2)cc1,-3,-31
O=C(Nc1nnc(CSCc2ccc(Cl)cc2)s1)c1cccc([N+](=O)[O-])c1,4,-22
CCN(CC(=O)Nc1ccc(OC)cc1)CC(=O)Nc1ccc(Cl)cc1F,0,-19
N#CCCN(C(=O)Nc1ccc(Cl)c(Cl)c1)c1ccccc1,4,-25
O=C(NCCC1=CCCCC1)c1ccc([N+](=O)[O-])cc1,6,3
CCCCN1C(=O)Nc2ccccc2S1(=O)=O,-4,3
C=C(C)CNC(=S)N/N=C/C1=CCC2CC1C2(C)C (centres undefined),-8,-22
O=C(Nc1ccccc1F)Nc1ccccc1OC(F)F,-2,-9
Cc1ccc(Cn2c(/C=C/c3ccco3)nc3ccccc32)cc1,0,-14
COc1ccc(NC(=O)COC(=O)/C=C/c2cnc3ccccc3n2)cc1,11,4
CCC(C(=O)OCC(=O)Nc1c(Cl)cccc1Cl)c1ccccc1 (centres undefined),9,-6
Cc1ccc(C(=O)CC(c2cccs2)S(=O)(=O)c2ccc(C)cc2)cc1 (centres undefined),-1,1
O=C(Nc1ccc([N+](=O)[O-])c(NC(=O)C2CCCO2)c1)C1CCCO1 (centres undefined),10,-4
CCOC(=O)C(NCCc1ccccc1)(NC(=O)CC)C(F)(F)F (centres undefined),-3,13
O=C(/C=C/c1ccc(OCc2ccccc2)c(OCc2ccccc2)c1)c1cccnc1,-7,-10
COC(=O)c1ccc(CNC(=O)c2ccc(COc3ccccc3)cc2)cc1,-4,9
Oc1ccc(Cl)cc1C1=NNC(c2ccc(Cl)cc2)C1 (centres undefined),5,11
O=C1C(Cc2ccc(Br)cc2)SC(=Nc2ccccc2)N1c1ccccc1 (centres undefined),-5,-3
Cc1nn(-c2ccccc2)c(N)c1C(O)(C(F)(F)F)C(F)(F)F,-3,7
COC(=O)C1NN=C(C(=O)c2ccc(Br)cc2)C1c1cccc(Br)c1 (centres undefined),-3,9
Cc1ccc(C2=Nc3ccccc3N(C(=O)c3ccccc3)C(C)C2)cc1 (centres undefined),2,-37
S=C(NCCc1ccccc1)Nc1ccc(Cl)cc1,22,-29
COc1ccc2c3c(n(C)c2c1)[C@@H](CO)NCC31CCN(CC2CCCCC2)CC1,5,5
O=C(N/N=C/c1cccs1)c1ccc(-n2cccc2)cc1,11,2
C#CCOc1ccc(/C=N/O)cc1Cl,-2,6
O=C(CN1CCC(NC(=O)c2ccccc2F)CC1)Nc1ccc2c(c1)OCO2,-4,-16
Cc1cc(C)c(S(=O)(=O)N2CCN=C2c2ccccc2)c(C)c1,-5,-4
Cc1ccc(NC(=S)NC(=O)c2ccc(F)cc2)cc1S(=O)(=O)Nc1ccccc1Cl,10,7
Cc1cccc2nc(CSc3nc4ccccc4o3)cn12,2,-3
CC(=O)N1[C@@H]2CN(S(C)(=O)=O)C[C@H]1C2c1ccc(Br)cc1 (some centres undefined),3&-6,0&12
CC12CCC(C(=O)Nc3ccccc3)(C(Br)C1=O)C2(C)C (centres undefined),-3,-16
COc1ccc2nc(SCC(=O)Nc3ccccc3)[nH]c2c1,-14,-19
CCOC(=O)C1=C(CP(=O)(c2ccccc2)c2ccccc2)NC(=O)NC1c1ccc(OC)cc1 (centres undefined),-1,-16
O=C(O)c1ccc(CNCc2ccc(Cl)cc2)cc1,1,-12
Cc1ccc(-c2cc(C(=O)Nc3cc(C)on3)c3ccccc3n2)cc1,2,15
Cc1ccc(NC(=O)c2cc(-c3ccccc3)nn2-c2ccccc2)c(Br)c1,-9,24
COc1cccc2cc(S(=O)(=O)c3ccccc3)c(=Nc3ccc4c(c3)OCCO4)oc12,4,5
COc1ccc(C2CC3(CC(C)(C)NC(=S)N3)Oc3cc(O)cc(C)c32)cc1 (centres undefined),-4,-27
CN=C1S/C(=C\c2ccc(N3CCOCC3)cc2C)C(=O)N1C,-2,21
CC(=O)N1C[C@@H]2C(c3ccccc3)[C@@H](C1)N2CC(F)(F)F (some centres undefined),-7,19
O=C(Nc1ccc(N=Nc2ccccc2)c(NC(=O)C2CCCO2)c1)C1CCCO1 (centres undefined),-5,4
CNS(=O)(=O)c1ccc(N2CCCC2=O)c([N+](=O)[O-])c1,4,1
CCn1c(SCC(=O)O)nnc1-c1ccc2[nH]c(C)c(C)c2c1,5,8
O=C(c1ccc(Br)cc1)c1sc(N2CCOCC2)nc1-c1ccccc1,0,2
CSCc1ccc(C(=O)Nc2cccc(C)c2C)cc1,1,-1
Cc1cccc(NN=C2c3ccccc3-c3ccccc32)c1,-7,-33
O=C(O)c1ccccc1-c1nc2ccccc2n1-c1ccccc1,2,0
CCCc1[nH]nc2c1C(c1ccoc1)C(C#N)=C(N)O2 (centres undefined),6,0
CNC(=O)/C(=C\c1cccc(Oc2ccccc2)c1)NC(=O)c1ccccc1,-8,5
Cc1ccc(S(=O)(=O)N2CCCOC2CNC(=O)C(=O)NCCC2=CCCCC2)cc1 (centres undefined),8,-29
COc1ccc(-c2nsc3c(SCc4ccccc4)ncnc23)cc1,1,-22
N#Cc1ccccc1Sc1ccccc1C(=O)OCC(=O)NC12CC3CC(CC(C3)C1)C2,5,-34
CCOc1cc(C2NN=C(c3ccc(C)cc3)S2)ccc1O (centres undefined),19,13
CNC[C@@H]1Oc2ccc(N(C)C)cc2C(=O)N(C)C[C@H]1C,-14,-4
CC(=O)Nc1ccc2c(c1)C(=O)N(C)C[C@@H](C)[C@@H](CN(C)S(C)(=O)=O)O2,-17,18
# Further structures.
SMILES,FN deposition inh,INS-1E GSIS act
Cc1ccccc1CN1CCc2c(OCC(=O)N3CCCc4ccccc43)cccc2C1=O,14,-39
COC(=O)c1sc2ccccc2c1NC(=O)c1coc2ccccc2c1=O,-2,-19
N/C(=N\OC(=O)CC1CCCCC1)c1ccccc1,3,1
O=C(O)/C=C/c1ccc2c(-c3ccccc3)onc2c1,-3,10
O=C(/C(C=Nc1ccc(F)cc1)=C(/O)c1ccco1)C(F)(F)F,-3,-3
Cc1cc(Cl)ccc1NC(=S)Nc1ccccn1,-6,0
COc1cc(/C=N/Nc2nc(Nc3ccccc3)nc(N3CCCCC3)n2)ccc1OCC(=O)O,-3,2
CC1CCN(S(=O)(=O)c2ccc3c(c2)c(=O)c(C(=O)NCc2ccco2)cn3C)CC1,-6,-20
FC(F)(F)c1cccc(NC(=S)N2CCN(c3ccccc3)CC2)c1,0,29
O=C1c2ccccc2-c2c1cccc2C(=O)N1CCCCCC1,-6,27
CCN1CCN(C(c2cc3cc4c(cc3[nH]c2=O)OCO4)c2nnnn2C(C)(C)CC)CC1 (centres undefined),0,18
O=C1NCCOCc2cn(nn2)CC[C@H]1Cc1ccc(F)cc1,-7,-3
CSCCC(C(=O)OCC(=O)c1ccc(C)c(C)c1)N1C(=O)c2ccccc2C1=O (centres undefined),-2,-9
Cc1cn2c(nc(=O)c3cccnc32)s1,9,17
BrC(=C\c1ccccc1)/C=N/Nc1nc(N2CCOCC2)nc(N2CCOCC2)n1,4,4
C[C@@H]1COCn2nncc2CC[C@H](Cc2cccc(Cl)c2)C(=O)N1,-9,22
Cc1ccc(S(=O)(=O)N(C)C[C@H]2OCc3ccccc3-c3ccccc3C(=O)N([C@H](C)CO)C[C@@H]2C)cc1,14,-25
C=CCOc1ccccc1CNc1cccc(F)c1,-3,-25
CC1(C)CC(CCNS(=O)(=O)c2ccccc2)(c2ccccc2)CCO1 (centres undefined),1,-14
Cc1cc(C)n(CCNC(=O)CC2C(=O)NCCN2CC2CCCCC2)n1 (centres undefined),7,-29
COC(=O)C1CCN(C(=O)/C=C/c2ccccc2)CC1,-1,-9
Cc1ccc(C(=O)N2CC(=O)Nc3ccc(F)cc3C2c2ccc(F)cc2)cc1[N+](=O)[O-] (centres undefined),-1,-35
CC(C)C(=O)NC(=S)Nc1ccc(S(=O)(=O)N2CCN(C)CC2)cc1,-1,3
COc1ccc(NC(=O)COC(=O)CC23CC4CC(CC(C4)C2)C3)c([N+](=O)[O-])c1,-3,-6
CCS(=O)(=O)N1Cc2ccccc2CC1C(=O)Nc1nnc(SCc2ccc(F)cc2)s1 (centres undefined),9,5
CCn1ncc(/C=N\NC(=O)COc2ccccc2)c1C,-1,2
COc1ccc(/C=N/NC(=O)CCOc2ccccc2C)cc1OC,7,53*
Cc1ccc(-n2c(=S)[nH]c3nc4c(cc3c2=O)COC(C)(C)C4)cc1,1,1
O=C(N1CCOCC1)C12CC3CC(C1)CC(n1cnc(Cl)n1)(C3)C2,9,6
CC1=C(C(=O)Nc2ccccc2)C(c2cccnc2)n2ncnc2N1 (centres undefined),-4,2
O=C(Cn1c(CC(=O)N2CCCC2)nc2ccccc21)NCc1ccccc1,-1,-5
CC1=NN(Cc2ccccc2)C(=O)C1C(c1ccc(Cl)cc1)C(C#N)C#N (centres undefined),-2,-20
N=C1/C(=C/c2cccn2Cc2ccc(Cl)cc2)C(=O)N=C2SC=CN12,-7,148*

# Structural class, those above containing four or more nitrogen atoms
SMILES,FN deposition inh,INS-1E GSIS act
COc1ccc(-c2cc3nc(-c4ccccc4)cc(N4CCC(O)CC4)n3n2)cc1,-3,-31
O=C(Nc1nnc(CSCc2ccc(Cl)cc2)s1)c1cccc([N+](=O)[O-])c1,4,-22
O=C(Nc1ccc(N=Nc2ccccc2)c(NC(=O)C2CCCO2)c1)C1CCCO1 (centres undefined),-5,4
CCn1c(SCC(=O)O)nnc1-c1ccc2[nH]c(C)c(C)c2c1,5,8
CCCc1[nH]nc2c1C(c1ccoc1)C(C#N)=C(N)O2 (centres undefined),6,0
COc1cc(/C=N/Nc2nc(Nc3ccccc3)nc(N3CCCCC3)n2)ccc1OCC(=O)O,-3,2
CCN1CCN(C(c2cc3cc4c(cc3[nH]c2=O)OCO4)c2nnnn2C(C)(C)CC)CC1 (centres undefined),0,18
O=C1NCCOCc2cn(nn2)CC[C@H]1Cc1ccc(F)cc1,-7,-3
BrC(=C\c1ccccc1)/C=N/Nc1nc(N2CCOCC2)nc(N2CCOCC2)n1,4,4
C[C@@H]1COCn2nncc2CC[C@H](Cc2cccc(Cl)c2)C(=O)N1,-9,22
Cc1cc(C)n(CCNC(=O)CC2C(=O)NCCN2CC2CCCCC2)n1 (centres undefined),7,-29
CC(C)C(=O)NC(=S)Nc1ccc(S(=O)(=O)N2CCN(C)CC2)cc1,-1,3
CCS(=O)(=O)N1Cc2ccccc2CC1C(=O)Nc1nnc(SCc2ccc(F)cc2)s1 (centres undefined),9,5
CCn1ncc(/C=N\NC(=O)COc2ccccc2)c1C,-1,2
O=C(N1CCOCC1)C12CC3CC(C1)CC(n1cnc(Cl)n1)(C3)C2,9,6
CC1=C(C(=O)Nc2ccccc2)C(c2cccnc2)n2ncnc2N1 (centres undefined),-4,2
O=C(Cn1c(CC(=O)N2CCCC2)nc2ccccc21)NCc1ccccc1,-1,-5
CC1=NN(Cc2ccccc2)C(=O)C1C(c1ccc(Cl)cc1)C(C#N)C#N (centres undefined),-2,-20
N=C1/C(=C/c2cccn2Cc2ccc(Cl)cc2)C(=O)N=C2SC=CN12,-7,148*

# Entries of single compounds from above:
# COc1ccc(/C=N/NC(=O)CCOc2ccccc2C)cc1OC is listed as FN deposition inh: 7; INS-1E GSIS act: 53*
# CC1=NN(Cc2ccccc2)C(=O)C1C(c1ccc(Cl)cc1)C(C#N)C#N (centres undefined) is listed as FN deposition inh: -2; INS-1E GSIS act: -20

# This is a subset. The share of hits here may be higher or lower than overall.
